Source: PubChem
AmpC detergent: AmpC beta-lactamase inhibition with detergent present. P00811. AmpC hydrolysis of nitrocefin, absorbance 480 nm, 0.01% Triton. Potency, µM (series often up to 114 µM), for inactives: at the highest dose activity change, negative = inhibition, usual class: inhibitors. hit rate 0.041% among 370,000. AID 485294;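 note: potency is the fitted concentration of half-maximal effect; 0% = no-compound wells and -100% = no-enzyme wells; nearly all actives have a fitted effect of over 25% in size; some results filed as inactive show a strong effect at the top dose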
Target sequence (P00811 whole entry, looked up): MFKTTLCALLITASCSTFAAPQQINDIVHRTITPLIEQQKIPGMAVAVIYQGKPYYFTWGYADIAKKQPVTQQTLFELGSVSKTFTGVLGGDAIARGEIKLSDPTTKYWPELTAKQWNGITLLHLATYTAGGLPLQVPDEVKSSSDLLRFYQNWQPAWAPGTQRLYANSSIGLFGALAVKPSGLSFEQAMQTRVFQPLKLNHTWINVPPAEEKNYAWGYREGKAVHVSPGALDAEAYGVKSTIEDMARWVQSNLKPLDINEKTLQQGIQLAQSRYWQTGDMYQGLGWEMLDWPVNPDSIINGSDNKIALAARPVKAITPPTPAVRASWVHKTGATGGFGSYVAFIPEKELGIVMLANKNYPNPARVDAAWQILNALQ
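20 mM phosphate pH 7.0 + 0.01% (detergent screen) or 0.0001% Triton X-100; 5.3 nM AmpC reagent; cpd preinc 15 min RT; nitrocefin (800 uM stock) to start; A480 q20 s × 4 min; Activity was normalised to no-enzyme and no-compound control wells.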
FBPA Giardia inh: Giardia lamblia aldolase inhibition | hit rate 0.71% among 290,000 | Potency, µM (top dose mostly 59.6 µM), inactives show top-dose activity, negative = inhibition, usual class: inhibitors | A8B2U2 | purified Giardia FBPA; note: potency is the fitted concentration of half-maximal effect; nearly all actives have a fitted effect of over 55% in size
Target sequence (A8B2U2 whole entry, looked up): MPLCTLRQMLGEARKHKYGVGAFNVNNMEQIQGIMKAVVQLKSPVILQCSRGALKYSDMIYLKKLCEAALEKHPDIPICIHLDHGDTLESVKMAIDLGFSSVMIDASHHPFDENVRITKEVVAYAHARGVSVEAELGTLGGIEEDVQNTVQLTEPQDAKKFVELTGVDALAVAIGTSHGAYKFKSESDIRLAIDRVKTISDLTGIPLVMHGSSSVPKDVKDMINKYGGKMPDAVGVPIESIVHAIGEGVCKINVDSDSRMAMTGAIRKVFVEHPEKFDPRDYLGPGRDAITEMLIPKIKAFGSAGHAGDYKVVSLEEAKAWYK
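40 nM FBPA preincubated 10 min at RT with compound (up to 57.5 uM final), then substrate plus GAPDH/TPI/NAD/arsenate coupling and diaphorase/resazurin added. Fluorescence read after 20 min at RT, 525/598 nm.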
AmpC no deterg: blocks E. coli AmpC beta-lactamase in detergent-free assay; P00811; AID 485341; Potency, µM (doses to about 57.1 µM), inactives show top-dose activity change, negative = inhibition, most hits filed as inhibitors; hit rate 0.52% among 330,000; AmpC nitrocefin hydrolysis, absorbance 480 nm, 0.0001% Triton;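 note: potency is the fitted concentration of half-maximal effect; plate controls were no compound for no effect and no enzyme for full effect; nearly all actives have a fitted effect of over 20% in size; some results filed as inactive show a strong effect at the top dose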
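AmpC (5.3 nM in the dispensed reagent) in 20 mM phosphate pH 7.0 with 0.01% (detergent screen) or 0.0001% Triton X-100 was preincubated with compounds for 15 min at room temperature. Nitrocefin was then added from an 800 uM solution, and hydrolysis was followed at 480 nm.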
HCV inhibitor: HCV inhibition. Potency, µM (doses to about 41.8 µM), without a hit: top-dose activity change, negative = inhibition, most hits filed as inhibitors. Huh7.5.1 HCVcc-Cre infection, luciferase reporter, 44 h. hit rate 3.4% among 340,000. AID 651820; note: potency is the fitted concentration of half-maximal effect
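1,000 cells/well; 4 h culture; + compound; + HCVcc-Cre (~0.5 moi); 44 h; luciferase substrate, RT 15 min; read 15 sec.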
Sm TGR block: S. mansoni TGR enzyme inhibition; purified TGR, DTNB reduction, TNB absorbance 405 nm; hit rate 3% among 360,000; AID 485364; Q962Y6; Potency, µM (doses to about 114 µM), inactives show at the highest dose activity change, negative = inhibition, usual class: inhibitors; note: potency is the fitted concentration of half-maximal effect; nearly all actives have a fitted effect of over 60% in size
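Kinetic colorimetric format: TGR-catalysed, NADPH-driven DTNB reduction monitored via TNB absorbance. Enzyme dispensed at 20 nM; compound exposure 15 min at room temperature before reaction start.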
HCMV antiviral: human cytomegalovirus inhibition. HFF cells, HCMV-luciferase reporter, 72 h; hits give low values. activity change, negative = inhibition, % at 57.5 µM. hit rate 4.5% among 410,000. AID 1259415; in the data active = activity change below about -60%; inconclusive = no clear call, values can overlap the other calls; inactive = above about -39%
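Two compound doses tested in HFFs infected with HCMV-luciferase, MOI 1 PFU/cell, 72 h at 37C. Lysate luminescence read with OneGlo; data normalized against buffer-only and 10uM Salinomycin inhibitor controls.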
The depositor's hits bear a star; ? = inconclusive; . = no result given; & = joins results of further samples; [ ] = dose if it differs, or a comment. Unless noted, calls come from the whole dose curve; as a rule, active = well fitted curve in the direction sought with a large enough effect; inconclusive = small, poorly fitted or top-dose-only effect, or another doubt; inactive = no such curve, though single readings can be large; an effect the other way counts as inactive or inconclusive. Unless noted, % is set by controls: 0 for no effect and ±100 for the full control effect.

mol	Sm TGR block	FBPA Giardia inh	HCV inhibitor	HCMV antiviral	AmpC no deterg	AmpC detergent
COc1cc(NC(=O)CN(C)S(=O)(=O)c2ccc3c(c2)CC(C)N3C(C)=O)cc(OC)c1 (configuration not stated)	3%	.	?	-26	-1%	-16%
COc1ccccc1-c1nc2c(c(SCC(=O)Nc3ccc(C)c(C)c3)n1)Cc1c(CO)cnc(C)c1O2	0%	.	.	-76*	.	-2%
Cn1ncc([N+](=O)[O-])c1C(=O)NC1CCCCC1	-7%	0%	-4%	6	-2%	3%
CCS(=O)(=O)N1Cc2ccccc2CC1C(=O)N(C)CC(=O)Nc1ccc(OC)cc1 (configuration not stated)	-5%	.	-7%	-1	-5%	2%
O=C(CCc1ccccc1O)NC1CCCc2ccccc21 (configuration not stated)	1%	1%	-1%	-25	-35%	4%
CCOC(=O)c1sc(NC(=O)c2ccco2)c(C#N)c1C	-7%	0%	32%[activator]	-2	-16%	-4%
CC(C)(C)c1ccc(C(=O)NN=C2CCCC2)cc1	-19%	-26%	9%	-19	-9%	-13%
CCN1C(=O)CSc2ccc(C(=O)NCc3ccccc3)cc21	15%	.	-23%	0	-28%	0%
COc1ccc(N2CCN(C(=O)CCCNC(=O)Cn3cnc4sc(C)c(C)c4c3=O)CC2)cc1	-4%	-3%	-28%	-38	-5%	-11%
O=C(COC(=O)c1ccc([N+](=O)[O-])s1)c1ccc[nH]1	.	.	-11%	-14	-12%	.
COc1ccc(N2CCN(C(=S)Nc3ccc(OC)cc3OC)CC2)cc1	-5%	-4%	-3%	-31	0%	-13%
CC1(C)c2cc(Cl)ccc2-n2c1cc(O)c(-c1ccccc1)c2=O	-2%	7%	3%	-4	-55%	2%
CCOC(=O)N1CCC(NC(=O)c2cnc3n(c2=O)CCS3)CC1	12%	3%	17%	-61*	-14%	2%
COCCC(=O)N1CCC(C(=O)Nc2ccc(Oc3ccccc3)nc2)CC1	-13%	8%	8%	28	5%	-7%
Cc1ccccc1NC(=O)Cn1c(=O)n(CCCCCC(=O)NCc2ccc3c(c2)OCO3)c(=O)c2sccc21	0%	.	.	?	.	24%
Cc1c(N)cc(N)cc1C(=O)O	-28%	4.5µM*	15%	?	-16%	4%
COc1ccc(CNC(=O)C(=O)Nc2cccc(C)c2C)cc1	-2%	.	.	1	.	-1%
Nc1nc(Cl)cc(Oc2ccc([N+](=O)[O-])cc2)n1	6%	3%	2%	-10	-7%	1%
CC1(C)C(=O)OC(/C=C\c2cccc([N+](=O)[O-])c2)C(C)(C)C1=O (configuration not stated)	.	1%	19%	-33	-4%	5%
COc1ccc2occ(C(=O)c3cccs3)c2c1	2%	0%	-19%	25	-25%	?
Fc1ccc(CN2CCN(c3ncnc4scc(-c5ccccc5)c34)CC2)cc1	-9%	9%	?	-74*	67%[activator]	-8%
NS(=O)(=O)c1ccc(CCNC(=O)CN2CCN(c3ccccc3O)CC2)cc1	-17%	-10%	-8%	5	-1%	?
N=C1C(c2nc3ccccc3[nH]2)=C(O)CN1c1ccc(F)cc1	2%	13%	-2%	-4	-12%	-3%
Cc1ccccc1-c1nc(CS(=O)(=O)CC(=O)N2CCCCC2)c(C)o1	22µM*	0%	1%	-39	79%[activator]	3%
Cc1cccnc1NC(=O)c1cccc(NC(=O)CC2SC(N3CCCCC3)=NC2=O)c1 (configuration not stated)	0%	.	23%	-11	-4%	-13%
C/C(=N\NC(=O)c1cccc(S(=O)(=O)N2CCCC2)c1)c1ccc(F)cc1	5%	.	-14%	-32	?	?
O=C(O)C1CCCCC1C(=O)Nc1ccc2c(c1)OCCO2 (configuration not stated)	-2%	4%	28%	-7	-17%	-10%
Cc1c(NC(=O)c2cc(Br)ccc2Cl)cccc1-n1cnnn1	.	.	-15%	-22	-3%	.
COC(=O)c1ccc(NC(=O)Cn2nnc(-c3cccs3)n2)cc1	3%	6%	7%	5	-14%	-2%
CN(C)S(=O)(=O)c1ccc(NC(=O)N2CCN(c3cccc(C(F)(F)F)c3)CC2)cc1	1%	-9%	11µM*	-79*	0%	2%
COc1ccc(C2C(C(=O)Nc3cc(C)on3)c3ccccc3C(=O)N2C)cc1 (configuration not stated)	-2%	2%	2%	10	-10%	-2%
CCOc1cccc(-c2cc(=O)[nH][nH]2)c1	1%	-12%	?	10	-44%	?
CCOc1ccccc1CNS(=O)(=O)c1ccc2c(c1)C(C)(C)C(=O)N2C	-5%&-11%	10%	-3%	-32&-8	17%	?
COc1ccc(Cn2nnnc2CN2CCN(c3ccc(OC)cc3)CC2)cc1	-15%	-3%	-10%	15	98%[activator]	-7%
COc1ccccc1CN(Cc1nc2ccccc2c(=O)[nH]1)S(=O)(=O)c1ccc(C)cc1	-15%	-19%	-18%	-99*	-8%	-10%
CCN(CC)CCCCCOc1ccccc1OC	1%	-19%	?	17	-1%	2%
Cc1ncoc1C(=O)N1CCCC(N2CCN(c3ccccc3F)CC2)C1 (configuration not stated)	-23%	.	8%	?	11%	-5%
Fc1ccc(Cn2nnnc2CN2CCC(n3nnc4cc(C(F)(F)F)ccc43)CC2)cc1	1%	-6%	?	-26	-20%	-11%
CCN(CC)c1ccc(NC(=O)Nc2cccc3ccccc23)cc1	?	-2%	?	.	-26%	4%
COc1cccc(/C=N/NC(=O)CNC(=O)c2ccc(S(=O)(=O)N3CCCC3)cc2)c1OC	-5%	6%	-7%	?	28%	0%
c1ccc2c(OCCCCN3CCCC3)cccc2c1	-2%	-27%	-23%	40	-4%	-1%
O=C(CSc1nnc(-c2ccncc2)o1)Nc1cc(Cl)ccc1C(=O)O	.	.	-8%	-23	-12%	.
Cc1ccc2oc(-c3ccc(NC(=O)CC(C)C)cc3)nc2c1	0%	-2%	-7%	88	-8%	?
CCOC(=O)c1cccc(Nc2ccc3cc(S(=O)(=O)N4CCCCC4)ccc3n2)c1	0%	.	.	-23	.	2%
CCC1CCCCN1C(=O)/C=C/c1ccc2c(c1)OCO2 (configuration not stated)	12%	3%	6%	19	-7%	-7%
Cc1ccc(S(=O)(=O)N2CCN(C(=O)CCC(=O)NCc3cccc(C(F)(F)F)c3)CC2)cc1	0%	.	-24%	-12	203%[activator]	?
O=C(CSc1nc2ccccc2[nH]1)NC1CCCC1	-17%	2%	12%	10	-30%	-6%
Cc1cc2c(c(SCC(N)=O)n1)C(=O)OC2	-1%	1%	6%	-30	2%	-1%
Cc1cc2c(cc1S(=O)(=O)N1CC(C)CC(C)C1)OCC(=O)N2 (configuration not stated)	-22%	19%	6%	-1	-33%	-7%
CC(=O)Nc1ccc(NC(=O)COC(=O)c2c(C)nn(-c3ccccc3)c2C)cc1	-25%	6%	?	-35	-31%	1%

More structures.
mol	Sm TGR block	FBPA Giardia inh	HCV inhibitor	HCMV antiviral	AmpC no deterg	AmpC detergent
Cc1cccc(NC(=O)Cn2nc(-c3ccco3)ccc2=O)c1C	32µM*	9%	0%	9	-7%	0%
CCc1cccc(C)c1NC(=O)CSc1nc(-c2ccccc2F)nc2nc[nH]c12	1%	-1%	7%	3	?	-1%
CCN(CC)Cc1ccccc1CNC(=O)c1cccc(S(=O)(=O)Nc2ccc3c(c2)OCO3)c1	-19%	.	?	-33	-6%	1%
O=C(O)c1cc(-n2cccc2)ccc1N1CCOCC1	0%	6%	8%	38	21%	-10%
COc1ccc(N2C(=O)C(CC(=O)Nc3ccc(F)cc3)N(CCC3=CCCCC3)C2=O)cc1 (configuration not stated)	0%	.	.	-16	.	-8%
CCSc1nnc(-c2ccccc2NC(=O)CC)c(=O)[nH]1	6%	-2%	5%	-29	-14%	-15%
O=[N+]([O-])c1ccccc1CSc1nc2ccccc2o1	1%	0%	11%	88	-34%	-14%
Cc1cc(-n2[nH]c(C)c(C)c2=O)nc(-c2ccccc2O)n1	-2%	?	-24%	?	-1%	-12%
O/N=C/c1ccn(-c2ccc(Br)cc2)c1	5%	-2%	-21%	4	-22%	-6%
Cc1ccc(OCc2nc(-c3ccccn3)n[nH]2)cc1	-3%	?	?	54	-26%	-14%
CC(C)N1C(=O)C(O)(c2c[nH]c3ccccc23)c2ccccc21 (configuration not stated)	-8%	.	.	28	.	-5%
Cc1ccc2nc(-c3ccc(Cl)cc3)cc(C(=O)OCC(=O)c3ccccc3)c2c1	0%	.	.	-12	.	16%
CCCCNC(=O)Cn1c(=O)n(C)c2ccccc21	5%	1%	17%	1	3%	-11%
COc1ccc(-n2cnnc2SC(C)c2nc3sc(C)c(C)c3c(=O)[nH]2)cc1 (configuration not stated)	-27%	-19%	.	34	-4%	-17%
O=S(=O)(/C=C/c1ccccc1)NCCc1ccccn1	0%	3%	16%	-25	-17%	-11%
COc1cc2c(cc1OC)C(c1ccc(C)cc1)NC(=O)C2 (configuration not stated)	14%	8%	1%	62	-18%	-2%
CN(CCC#N)C(=O)c1ccc(CNS(=O)(=O)c2ccc(F)cc2)cc1	4%	-1%	25%	-8	-10%	-1%
COc1ccccc1CNc1cc(C)nc2nc(-c3ccc(C)cc3)nn12	2%	.	.	17	.	5%
COC(=O)c1ccccc1NC(=O)c1oc2ccc3c(c2c1C)C(=O)CC(C)(C)O3	3%	.	.	-12	.	-1%
NNC(=O)CN1C(c2ccc(Cl)cc2)=Nc2ccc(Br)cc2C1c1ccccc1 (configuration not stated)	6%	-15%	-14%	76	-51%	-9%

As entered above:
CN(CCC#N)C(=O)c1ccc(CNS(=O)(=O)c2ccc(F)cc2)cc1 @ HCV inhibitor = 25%
COc1ccccc1CNc1cc(C)nc2nc(-c3ccc(C)cc3)nn12 @ Sm TGR block = 2%

More results follow:
mol	Sm TGR block	FBPA Giardia inh	HCV inhibitor	HCMV antiviral	AmpC no deterg	AmpC detergent
COc1cc(C(=O)n2nc(C)c(Sc3ccc(Cl)cc3)c2C)cc(OC)c1OC	-1%	.	.	-5	.	21%
O=C(N1CCN=C1SCc1cccnc1)C12CC3CC(CC(C3)C1)C2	5%	-2%	-6%	?	138%[activator]	17%
CN(C)c1ccc(N=Nc2ccccc2C(=O)OCC(=O)NC2CCCC2)cc1	-12%	0%	-5%	?	34%	-4%
O=S1(=O)CCOC[C@H](c2ccccc2)N1Cc1ccccc1	-27%	-3%	-9%	21	4%	-11%
O=C(CSc1n[nH]c(=O)[nH]c1=O)NCC1CCCCC1	23%	-7%	10%	13	-1%	-7%

Three entries already listed, sorted by molar mass, highest first.
mol	Sm TGR block	FBPA Giardia inh	HCV inhibitor	HCMV antiviral	AmpC no deterg	AmpC detergent
NNC(=O)CN1C(c2ccc(Cl)cc2)=Nc2ccc(Br)cc2C1c1ccccc1 (configuration not stated)	6%	-15%	-14%	76	-51%	-9%
CN(C)c1ccc(N=Nc2ccccc2C(=O)OCC(=O)NC2CCCC2)cc1	-12%	0%	-5%	?	34%	-4%
O=S1(=O)CCOC[C@H](c2ccccc2)N1Cc1ccccc1	-27%	-3%	-9%	21	4%	-11%
